Growth percent in the NCI-60 one-dose screen (48 h, 10 µM unless noted): 100 = growth as untreated, 0 = no growth, -100 = all killed.
BT-549: BT-549 breast cancer; AID 1794793; hit rate 4.4% among 78,000
MALME-3M: MALME-3M melanoma; hit rate 5.8% among 78,000
SK-MEL-2: SK-MEL-2 melanoma. AID 1794763. hit rate 4.7% among 77,000
T-47D: T-47D breast cancer. AID 1794792. hit rate 5% among 79,000
UACC-257: UACC-257 melanoma | hit rate 4.4% among 78,000
HS 578T: HS 578T breast cancer. hit rate 4.1% among 78,000. AID 1794788
LOX IMVI: LOX IMVI melanoma. hit rate 7.4% among 79,000. AID 1794757
UACC-62: UACC-62 melanoma; AID 1794756; hit rate 5.4% among 81,000
An asterisk follows results filed as active; . = not tested or not shown; & = joins results of further samples. How the source made its calls: active means growth percent below 10; inactive means the rest.

A first look, two compounds:
SMILES	BT-549	MALME-3M	SK-MEL-2	T-47D	UACC-257	HS 578T	LOX IMVI	UACC-62
Cc1cc(Cl)ccc1N	90	95	104	91	101	100	90	92
CC[N+](CC)(CC)CCBr	113	101	92	103	107	.	108	105

The whole of this part, from the first entry:
SMILES	BT-549	MALME-3M	SK-MEL-2	T-47D	UACC-257	HS 578T	LOX IMVI	UACC-62
Cc1cc(Cl)ccc1N	90	95	104	91	101	100	90	92
CC[N+](CC)(CC)CCBr	113	101	92	103	107	.	108	105
CC[C@]12C=CCN3CC[C@]4(C(=C(C(=O)OC)C1)Nc1cc(OC)c(OC(C)=O)cc14)[C@@H]32	3.3*	112	41	51	.	47	-24*	.
CCN(CCCl)Cc1c2ccccc2cc2ccccc12	96	100	99	95	99	99	97	87
COc1ccc(C/C(C)=C(\c2ccc(OCCN3CCOCC3)cc2)c2ccc(OC(=O)Cc3ccccc3)cc2)cc1	-70*	-80*	-81*	-49*	-89*	-42*	-94*	-88*
CN1[C@@H](CCc2ccc(O)cc2)CCC[C@H]1CCc1ccc(OCCF)cc1	95	100	103	80	.	110	98	.
O=S(Cl)C(Cl)=C(Cl)Cl (centres undefined)	107	90	.	94	130	110	102	98
CCCN1C2CC[C@@H]1c1c(nc(OC)c(C#N)c1-c1ccc(Cl)cc1)/C2=C/c1ccc(Cl)cc1	89	111	75	76	84	86	92	74
COc1cc2nc(Sc3nnc(N)s3)n(-c3ccc(Cl)cc3)c(=O)c2cc1OC	89	88	98	86	92	97	91	94
NC(Cc1ccc2c(c1)OCO2)c1ccc2c(c1)OCO2 (centres undefined)	.	.	107	113	103	103	100	93
C[C@]12Cc3cn[nH]c3C=C1CC[C@@H]1[C@@H]2CC[C@@]2(C)[C@H]1CC[C@]2(C)O	90	73	82	86	91	98	82	76
CC(C)(CCO[N+](=O)[O-])C(=O)O	101	112	110	107	93	96	95	90
COc1c(OP2(=S)OCC(C)(C)CO2)cnn(C2CCCCC2)c1=O	95	103	149	103	.	114	91	90
c1cc(OCCN2CC2)ccn1	108	111	100	107	110	111	100	105
c1ccc(N=NNc2ccccc2)cc1	106	115	121	85	96	106	90	99
Nc1ccc(C(F)(F)F)cc1	.	101	106	106	112	118	93	97
COC(=O)C1C2c3ccccc3C(c3ccccc32)C1(C)C(=O)OC (centres undefined)	109	121	105	104	107	.	98	100
Cc1cc(OC(=O)N(C)C)c(Cl)cc1Cl	98	95	108	101	104	98	98	102
COP(=O)(OC)C(O)c1ccccc1Cl (centres undefined)	110	106	106	121	119	112	100	104
CCCCn1cc(C(=O)C2C(C)(C)C2(C)C)c2ccccc21	94	93	98	93	102	95	96	91
CC(O)CCO (centres undefined)	108	102	103	95	103	105	105	93
N#Cc1c(N)nc2c(c1N)C(c1ccccc1)NC(=S)N2 (centres undefined)	115	100	104	108	94	100	93	101
CC1(c2ccccc2)C(=O)NC(=O)NC1=O	101	107	103	92	106	102	94	104
CC[C@@H](C)C(=O)O[C@H]1[C@H](O)[C@H]2[C@@H](CN3C[C@@H](C)CC[C@H]3[C@@]2(C)O)[C@@H]2C[C@]34O[C@]5(O)[C@@H](OC(=O)[C@@](C)(O)CC)CC[C@@]3(C)[C@@H]5[C@@H](OC(C)=O)[C@@H](OC(C)=O)[C@H]4[C@@]21O	100	103	103	97	.	97	93	96
CC(=O)C(N)Cc1ccccc1 (centres undefined)	96	105	107	78	73	.	95	93
COc1cc(OC)c(S(=O)(=O)N(CCCl)CCCl)cc1C(=O)/C=C/c1ccc(Cl)cc1	53	85	93	74	74	79	.	51
ClC1(Cl)C(c2ccccc2)N1c1ccccc1 (centres undefined)	137	146	98	84	83	96	86	80
CCOc1ccc(C=C2C(=O)NC(=S)NC2=O)cc1OCC	103	.	107	102	102	102	98	96
O=C(NCCNC(=O)c1ccc([As](O)O)cc1)c1ccc([As](O)O)cc1	111	108	103	100	103	92	90	100
[CH3][Sn]([CH3])([Cl])[S]CCN	98	88	.	93	101	119	99	102
NNC(=O)c1cccnc1	96&108	100&108	98&105	93&101	99&88	98&107	98&95	109&102
C/C(CC(C)(C)N1CC1)=N\NC(=O)Nc1cccc2ccccc12	68	74	73	56	86	80	46	68
CC1=C2C(=C[C@@](C)(COC(=O)c3ccc(S(=O)(=O)F)cc3)[C@@H]2O)C(=O)[C@](C)(O)C12CC2	-88*	-56*	.	0.9*	-53*	-16*	-40*	-77*
C[C@H]1[C@H](OC(=O)CCC(=O)N(CCCc2cn(-c3ccc(C#N)cc3)nn2)CCNc2ccnc3cc(Cl)ccc23)O[C@@H]2OC3(C)CC[C@H]4[C@H](C)CC[C@@H]1[C@@]24OO3	24	13	31	32	58	43	13	43
CNCC(Cl)c1ccc(OC(C)=O)cc1 (centres undefined)	.	.	.	83	100	102	97	86
O=[As]c1ccc(C(=O)c2ccc(Oc3ccccc3)cc2)cc1 (centres undefined)	-99*	-66*	-95*	-47*	-99*	60	-91*	-98*
CN1CCc2cc3c(cc2[C@H]1[C@@H]1OC(=O)c2c1ccc1c2OCO1)OCO3	99	102	105	88	107	106	102	96
COC(=O)[C@@H](NC(=O)c1cn(Cc2ccccc2)c2ccccc12)C(C)(C)C	107	96	103	99	103	100	83	88
CC(C)CN(CCc1ccccn1)CC(C)C	106	128	106	98	100	94	108	95
O=C(O)c1[nH]c(=O)[nH]c(=O)c1F	111	113	110	104	103	123	85	80
NCc1cccnc1	103&94	97&115	103&131	109&114	105&103	113&127	106&100	107&112
Cc1cc2c(cc1C)NP(=S)(c1ccccc1)N2	106	.	98	93	105	100	102	97
CC(C)OC(=O)[C@H](C)NP(=O)(Oc1cccc2ccccc12)C1CCCN(O)C1=O (some centres undefined)	104	50	67	68	78	104	63	60
CC[C@H](C)[C@H](NC(=O)c1nccn1C)C(=O)N(C)[C@H](C[C@@H](OC(C)=O)c1nc(C(=O)N[C@@H](Cc2ccccc2)C[C@H](C)C(=O)OC)cs1)C(C)C	0.1*	72	29	48	54	21	18	56
CCC(=O)C(c1ccccc1)(c1ccccc1)C(C)CN1CCCCCC1 (centres undefined)	.	98	106	105	104	109	90	87
Cc1cccc(C[N+](C)(C)C)c1C	108	117	118	102	105	128	105	98
CCN(CC)CCCN1CC2CCCCC2C1 (centres undefined)	100	104	102	91	90	104	100	93
Cc1nc(N)sc1Sc1nc2ccc(Cl)cc2c(=O)n1-c1ccccc1	106	101	85	86	107	110	97	98
O=C1CN=C(c2ccc[nH]2)c2cc(Cl)ccc2N1	94	92	103	100	105	85	52	100
CCC(O)(CN)c1ccccc1 (centres undefined)	104	101	98	100	92	102	105	100
O=C(O)C1CC12c1ccccc1-c1ccccc12 (centres undefined)	98	100	97	105	97	110	100	97
CCn1cc([N+](=O)[O-])cc1[N+](=O)[O-]	101	84	104	111	104	105	102	100
COc1ncnc2c(CN3CCN(C)CC3)c[nH]c12	99	98	108	97	107	95	102	102
O=C1C(Br)C2CCC1C2C(=O)O (centres undefined)	102	107	91	101	108	105	87	115
CC1CC=CCC12C(=O)NC(=S)NC2=O (centres undefined)	110	105	131	98	114	102	106	105
C(=NC1CCCCC1)c1c[nH]c2ccccc12	105	.	112	107	117	114	88	92
CC(=O)C(CN1CCCCC1)C(c1ccccc1)c1c(O)c2ccccc2oc1=O (centres undefined)	97	105	110	101	113	95	90	103
CC(c1c(Cl)cccc1Cl)n1cc(C(N)=O)nn1 (centres undefined)	100	100	109	97	97	100	100	97
NC1(C(=O)O)CCCc2ccc(N(CCCl)CCCl)cc21 (centres undefined)	116	127	131	104	111	107	86	85
CN1C[C@H](C(=O)N[C@]2(C)O[C@@]3(O)[C@@H]4CCCN4C(=O)[C@H](Cc4ccccc4)N3C2=O)[C@H]2C[C@]23c2cccc4[nH]cc(c24)C[C@@H]13	77	105	93	92	113	89	92	95

More records
SMILES	BT-549	MALME-3M	SK-MEL-2	T-47D	UACC-257	HS 578T	LOX IMVI	UACC-62
COc1ccc(N2C(=O)C3C4c5ccccc5C(C3C2=O)[n+]2ccccc24)cc1 (centres undefined)	93	103	99	102	102	113	106	95
Cc1ccc(/C=C/C(=O)O)cc1-c1cc2c(cc1C)C(C)(C)CCC2(C)C	90	85	85	84	101	77	95	85
c1ccc(Nc2nc(-c3ccccc3)c[se]2)cc1	87	79	105	6.3*	99	90	93	79
C#CC1(O)CCCCC1	.	118	.	97	86	119	105	104
CN(C)[C@@H]1C(=O)C(C(N)=O)=C(O)[C@@]2(O)C(=O)C3=C(O)c4c(O)cccc4[C@@](C)(O)[C@H]3[C@H](O)[C@@H]12	86	98	92	96	106	114	92	.
CC1(C)NC(=S)C(C)(C)N1N=O	102	.	104&101	103&115	95&105	104&121	95&96	98&103
Cc1ccc(N)c(N)c1	82	132	90	95	95	97	90	105
CN[C@]1(c2ccccc2Cl)CCCC[C@@H]1NCCCc1ccccc1	111	84	100	90	93	93	95	95
S=P1(Oc2ccccc2)Nc2ccccc2N1	100	.	102	102	98	106	102	98
C/C=C/CC(C)C(O)[C@H](NC(=O)[C@@H]1CCCN1C(=O)C(C)(C)NC(=O)CCCCCCCCC)C(=O)NC(C)(C)C(=O)N[C@@H](CCC(N)=O)C(=O)N[C@H](CCC(N)=O)C(=O)NC(C)(C)C(=O)NC(C)(C)C(=O)N[C@@H](CCC(N)=O)C(=O)N[C@H](CC(C)C)C(=O)N[C@H](CO)CC(C)C (some centres undefined)	-78*	-92*	-31*	11&25	-73*	-60*	-80*	-81*
O=C(C(=O)N1CCCC1)c1cn(CCCCCCn2cc(C(=O)C(=O)N3CCCC3)c3ccccc32)c2ccccc12	105	120	118	102	111	96	101	94
O=C1NC(=O)C(O)(O)C(=O)N1	107	101	100	90	91	97	77	104
NC(=O)Oc1cc(OC(N)=O)cc(N(CCCl)CCCl)c1	68	81	93	54	57	107	43	46
C[C@]12CCc3sc(-c4ccc(Cl)cc4)nc3C1=CC[C@@H]1[C@@H]2CC[C@]2(C)C(=O)CC[C@@H]12	61	75	.	66	99	45	55	51
CCCCN1CCCC[C@@H]1C(=O)N[C@H](C(=O)N(C)[C@H](C[C@@H](OC(C)=O)c1nc(C(=O)NC2CCC(C(=O)O)CC2)cs1)C(C)C)C(C)C (some centres undefined)	93	105	100	97	91	93	100	97

Part of the list above, with each value named:
S=P1(Oc2ccccc2)Nc2ccccc2N1
  BT-549: 100	MALME-3M: .	SK-MEL-2: 102	T-47D: 102	UACC-257: 98	HS 578T: 106	LOX IMVI: 102	UACC-62: 98
C/C=C/CC(C)C(O)[C@H](NC(=O)[C@@H]1CCCN1C(=O)C(C)(C)NC(=O)CCCCCCCCC)C(=O)NC(C)(C)C(=O)N[C@@H](CCC(N)=O)C(=O)N[C@H](CCC(N)=O)C(=O)NC(C)(C)C(=O)NC(C)(C)C(=O)N[C@@H](CCC(N)=O)C(=O)N[C@H](CC(C)C)C(=O)N[C@H](CO)CC(C)C (some centres undefined)
  BT-549: -78*	MALME-3M: -92*	SK-MEL-2: -31*	T-47D: 11&25	UACC-257: -73*	HS 578T: -60*	LOX IMVI: -80*	UACC-62: -81*
O=C(C(=O)N1CCCC1)c1cn(CCCCCCn2cc(C(=O)C(=O)N3CCCC3)c3ccccc32)c2ccccc12
  BT-549: 105	MALME-3M: 120	SK-MEL-2: 118	T-47D: 102	UACC-257: 111	HS 578T: 96	LOX IMVI: 101	UACC-62: 94
O=C1NC(=O)C(O)(O)C(=O)N1
  BT-549: 107	MALME-3M: 101	SK-MEL-2: 100	T-47D: 90	UACC-257: 91	HS 578T: 97	LOX IMVI: 77	UACC-62: 104

(further entries)
SMILES	BT-549	MALME-3M	SK-MEL-2	T-47D	UACC-257	HS 578T	LOX IMVI	UACC-62
C/C1=C/C(=O)O[C@@H]2C[C@@H](CC[C@H](C)/C=C\C=C\CC1)O[C@@](OCCc1ccccc1)([C@@H]1CSC(=O)N1)C2	-43*	-10*	68	61	-3.4*	-2.8*	4.5*	24
CN(C)CCCN1C[C@@H]2[C@H](C1)[C@@H]1C=C[C@H]2C1	.	.	.	99	150	109	99	91
Cc1c([N+](=O)[O-])cc(N)cc1[N+](=O)[O-]	98	106	110	116	.	104	93	97
CCCC(C)COC(N)=O (centres undefined)	99	101	107	91	.	98	99	95
CCn1cc(C(O)CN(C)C)c2ccccc21 (centres undefined)	113	108	100	96	119	96	96	100
COc1ccc(O)c(CNC(=O)CN2CCCC2=O)c1	99	97	103	99	104	94	99	97
O=[N+]([O-])c1ccc2sc3ccccc3c2c1	97	104	101	109	99	103	103	94
C1CCC(NC2CCCC2)CC1	103	108	105	99	110	101	107	98
S=C1Nc2ccccc2Sc2ccccc21	98	83	95	81	89	90	92	75
CNC(=O)Oc1c(C)[nH]ccc1=O	110	107	104	113	95	89	107	110
CC[C@]12C=CCN3CC[C@@]4(c5ccc(OC)cc5N(C)[C@H]4[C@@](O)(C(=O)OC)[C@@H]1OC(=O)CCCC[P+](c1ccc(OC)cc1)(c1ccc(OC)cc1)c1ccc(OC)cc1)[C@@H]32	-97*	-97*	-91*	-47*	-93*	-67*	-96*	-95*
Cn1cccc1C1CC(=O)N(CCC[Se]C#N)C1=O (centres undefined)	-93*	-30*	-35*	72	-71*	-8.7*	-67*	27
ClCCN1CCCCCC1	107	110	114	100	89	111	95	100
CNC12C3C4C1C1C2C3C41C(=O)N[C@H](C(=O)N(C)[C@H](C[C@@H](OC(C)=O)c1nc(C(=O)N[C@@H](Cc2ccccc2)C[C@H](C)C(=O)OC)cs1)C(C)C)C1CC1 (some centres undefined)	-35*	34	25	51	41	32	0.3*	14
O=[N+]([O-])c1ccc(CBr)c(I)c1	100	99	103	112	108	102	99	104

The list is partial, so the mix of outcomes need not match the whole.
